Source: PubChem (National Center for Advancing Translational Sciences (NCATS))
RXFP1 antag: antagonists of human relaxin receptor RXFP1; 0.59% of 350,000 active; activity change, negative = inhibition, % at 57.5 µM; AID 1259400; Q9HBX9; HEK293-RXFP1, relaxin-stimulated cAMP HTRF, 30 min; stronger effect = lower value;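 active means activity change of -60% or lower, but not beyond a set lower limit; inconclusive means change between -60% and -40%, or beyond the set limit; inactive means change above -40%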; further: on the % scale 0 is the no-effect control and ±100 the full control effect
TRHR ag: agonists of human TRH receptor; TRHR cells, calcium flux fluo-8, FDSS agonist mode; P34981; activation, % at 2 µM; 0.18% of 360,000 active; in the data active means activation above about 30%; further: 0% is about no effect
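TRHR-expressing cells loaded with fluo-8 calcium dye; 23 nL library compound pin-transferred, kinetic FDSS fluorescence (Ex 480/Em 530) recorded about 180 s for agonist-induced calcium release, before a 10 nM TRH EC20 addition for potentiator mode.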
Apoferritin bind: candidate novel general anesthetic via apoferritin binding | apoferritin/1-aminoanthracene competitive binding, fluorescence | 0.074% of 350,000 active | P02791 | Potency, µM (series often up to 77.5 µM), for the others: at the top dose activity change, negative = displacement, usual class: inhibitors; further: potency means the concentration at half of the fitted maximal effect; on the % scale 0 is the no-effect control and ±100 the full control effect; nearly all actives have a fitted effect of over 20% in size
Target sequence (P02791 2-175 limits assumed): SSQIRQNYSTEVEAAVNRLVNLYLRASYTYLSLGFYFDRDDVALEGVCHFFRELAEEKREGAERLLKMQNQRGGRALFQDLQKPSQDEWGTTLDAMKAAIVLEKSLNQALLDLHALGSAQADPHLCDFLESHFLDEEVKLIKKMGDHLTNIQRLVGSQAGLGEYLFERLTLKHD
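Probe: 1-aminoanthracene (50% saturated, PBS). Protein: horse-spleen apoferritin, 10 uM. Incubation: 10 min, room temperature. Detection: 380 nm excitation, 535 nm emission. Analysis: normalized response, four-parameter Hill.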
D1 ag: human D1 receptor agonism | 1% of 360,000 active | P21728 | HEK293 T-REx D1 cells, calcium flux, agonist mode | activation, % at 2 µM; in the data active means activation above about 30%; further: 0% is about no effect
Target sequence (P21728 whole entry, looked up): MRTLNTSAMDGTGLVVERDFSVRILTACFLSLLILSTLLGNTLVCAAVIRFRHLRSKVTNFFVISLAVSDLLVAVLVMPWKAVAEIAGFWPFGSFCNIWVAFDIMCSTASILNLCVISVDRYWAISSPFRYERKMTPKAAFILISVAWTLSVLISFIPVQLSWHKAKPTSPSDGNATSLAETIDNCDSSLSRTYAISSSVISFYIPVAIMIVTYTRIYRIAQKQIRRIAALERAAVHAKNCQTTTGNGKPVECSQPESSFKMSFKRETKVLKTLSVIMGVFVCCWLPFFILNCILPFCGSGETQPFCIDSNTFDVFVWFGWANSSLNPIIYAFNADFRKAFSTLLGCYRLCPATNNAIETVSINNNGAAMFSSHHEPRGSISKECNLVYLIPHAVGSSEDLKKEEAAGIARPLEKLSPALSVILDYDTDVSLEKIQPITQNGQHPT
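Agonism was scored from calcium flux recorded over 180 s (1 read/s) after pintool compound addition, following a 10-cycle baseline. Cells were inducible force-coupled HEK293 TREx D1, plated overnight at 30 C and loaded with no-wash calcium dye.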
TRHR PAM: allosteric enhancers of human TRH receptor. enhancement, % at 2 µM. TRHR cells, fluo-8 calcium fluorescence, EC20 TRH enhancement. 0.66% of 360,000 active. P34981; in the data active means enhancement above about 30%; further: 0% is about no effect
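TRHR-expressing cells loaded with fluo-8 calcium dye were read kinetically (ex 480/em 530) during compound addition, then stimulated with an EC20 of TRH (10 nM final). Enhancement of the Gq-mediated intracellular calcium response was scored.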
RXFP1 agonist: activates the human relaxin receptor RXFP1; HEK293T-RXFP1 cAMP TR-FRET, 30 min; response scale: percent of porcine relaxin response, buffer zero; Potency, µM (doses to about 57.5 µM), for inactives: at the highest dose activation, usual class: activators; 0.3% of 370,000 active; AID 2676; further: potency means the concentration at half of the fitted maximal effect; on the % scale 0 is the no-effect control and ±100 the full control effect; nearly all actives have a fitted effect of over 60% in size; many of its hits are not listed in these tables
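HEK293 cells stably expressing RXFP1, treated 30 min at 37C with compounds plus PDE4 inhibitor Ro 20174; cAMP measured by HTRF TR-FRET. Normalized to buffer and 29 nM porcine relaxin; EC50 by Hill fit.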
D1 potentiator: human D1 dopamine receptor positive modulation. 0.036% of 360,000 active. HEK293 TREx D1 cells, calcium flux, dopamine EC20 potentiation. AID 504651. potentiation, % at 10 µM; in the data active means potentiation above about 30%; further: 0% is about no effect
D1 antag: human D1 dopamine receptor antagonism; P21728; HEK293 TREx D1 cells, calcium flux, dopamine EC80; stronger effect = lower value; activity change, negative = inhibition, % at 10 µM; 3.2% of 360,000 active; in the data active means activity change below about -30%; further: on the % scale 0 is the no-effect control and ±100 the full control effect
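Inducible Hek293 Trex D1 cells (tetracycline, overnight, 30 C). Calcium dye 30–90 min RT. Antagonist mode: EC80 dopamine added after 180 s compound read.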
D2 PAM: D2 dopamine receptor (human) potentiation; P14416; HEK293 T-REx D2, calcium flux, EC20 dopamine potentiation; potentiation, % at 10 µM; 0.34% of 340,000 active; AID 485347;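 active means potentiation over 3 SD above the plate norm, cut at about 30% in these data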; further: 0% is about no effect
Target sequence (P14416 whole entry, looked up): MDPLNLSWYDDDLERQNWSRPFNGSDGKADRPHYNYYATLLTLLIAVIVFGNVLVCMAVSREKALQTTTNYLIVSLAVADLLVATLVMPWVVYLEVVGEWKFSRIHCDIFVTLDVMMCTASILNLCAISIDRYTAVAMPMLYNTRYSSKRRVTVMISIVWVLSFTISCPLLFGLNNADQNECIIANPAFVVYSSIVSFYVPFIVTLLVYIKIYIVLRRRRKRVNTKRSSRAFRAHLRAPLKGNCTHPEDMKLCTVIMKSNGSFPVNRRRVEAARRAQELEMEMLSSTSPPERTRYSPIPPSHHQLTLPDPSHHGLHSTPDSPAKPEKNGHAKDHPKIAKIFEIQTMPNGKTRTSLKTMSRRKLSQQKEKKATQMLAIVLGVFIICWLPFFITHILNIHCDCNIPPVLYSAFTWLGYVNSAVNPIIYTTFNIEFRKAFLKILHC
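Tetracycline-induced Hek293 Trex D2 cells, force-coupled to calcium, loaded with no-wash calcium dye. Compound added with 180 s kinetic read for agonism, then EC20 dopamine and a further 180 s read for potentiation.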
* marks the source's active call; other numbers are inactive results; ? = inconclusive; . = no result given; & = joins results of further samples; [ ] = remark or other dose. Unless noted, the call rests on the fitted dose curve; in most records, active means well fitted curve in the direction sought with a large enough effect; inconclusive means small, poorly fitted or top-dose-only effect, or another doubt; inactive means no such curve, though single readings can be large; an effect the other way counts as inactive or inconclusive.

molecule | RXFP1 agonist | D1 ag | TRHR ag | D1 potentiator | D2 PAM | D1 antag | Apoferritin bind | RXFP1 antag | TRHR PAM
Cc1sc2ncn(CC(=O)N3CCC(C(N)=O)CC3)c(=O)c2c1S(=O)(=O)N1CC(C)CC(C)C1 (stereo not drawn) | -0.1% | 3 | -0.2 | -3 | -11 | -2 | 1% | -1 | -1
COc1cccc(C(=O)n2nc(-c3ccco3)nc2NCc2cccs2)c1 | 0.1% | 3 | 0.1 | 2 | -5 | 6 | -4% | 2 | 8
COc1cc(NC(=O)c2ncn(-c3ccccc3)n2)cc(OC)c1 | 2.6% | 0 | -0.9 | 5 | -12 | -18 | -6% | 6 | 4
COC(c1ccccc1)c1nnc(CCC(=O)N2CCN(C3CCCC3)CC2)o1 (stereo not drawn) | -2.1% | 1 | 0.1 | -1 | 7 | 14 | -5% | 12 | -5
COc1ccc(C2CC(C)(c3ccc(OC)cc3)Nc3ccccc3N2)cc1 (stereo not drawn) | -2.4% | 7 | 1.8 | 2 | 19 | 24 | -10% | -7 | 6
Cc1ccc(C(=O)COC(=O)c2ccc3c(c2)C(=O)N(c2cccc4ncccc24)C3=O)cc1C | -1.8% | 6 | 0.3 | -7 | 4 | -3 | -8% | 6 | 2
N#Cc1c(Cl)nsc1NC(=O)c1ccccc1 | 1.9% | 34* | 5.4 | -4 | 6 | -37* | -7% | -8 | -4
CCNC(=O)c1c(O)c2ccccc2[nH]c1=O | 1.4% | 0 | 0.5 | 1 | 10 | -9 | -3% | 0 | 2
CCOC(=O)c1ccc2c(c1)nc(SCC(=O)c1cc3ccccc3o1)n2CC | 6.5% | 9 | 3.6 | -7 | 17 | -4 | ? | ? | 5
Cc1cc(C)c(C)c(S(=O)(=O)N2CCN(CC(=O)Nc3sccc3C#N)CC2)c1C | 0.7% | 5 | 0.5 | 11 | -2 | 15 | 4% | . | -2
O=C(CSc1ccccn1)Nc1ccc(NC(=O)CSc2ccccn2)cc1 | 3.0% | 0 | -1.0 | 1 | 0 | -14 | -7% | 2 | -1
Cc1ccc(N2CC(C(=O)NCc3ccc4c(c3)OCO4)CC2=O)cc1C (stereo not drawn) | 0.4% | 2 | -0.5 | 0 | -5 | 4 | -3% | -3 | -2
CCOC(=O)c1cnn(CCOC(=O)C2CC2)c1NC(=O)C1CC1 | 2.3% | 3 | 0.0 | 0 | -2 | -17 | -8% | 3 | 4
Cc1[nH][nH]c(=O)c1C(c1ccc(-c2ccccc2C(=O)O)o1)c1c(C)[nH][nH]c1=O | 1.2% | 1 | -0.3 | 1 | . | 2 | -14% | 2 | -1
Oc1ccccc1C=NC1=NN(c2cccc(C(F)(F)F)c2)CC1 | -1.9% | 1 | 0.6 | -2 | 5 | 2 | -14% | 4 | 3
N#CCC(=O)Nc1ccc(C(=O)OCC(=O)N2CCCC2=O)cc1 | 1.5% | 4 | 0.3 | -4 | 8 | -2 | . | -7 | 6
Cc1ccc2oc(=O)c3cc(C(=O)Nc4ccc(C)c(F)c4)sc3c2c1 | 0.2% | 1 | 0.0 | 1 | -4 | -8 | 4% | . | -2
Nc1nnc(/C=C/c2ccccc2)s1 | 0.4% | 0 | -0.3 | -3 | -2 | -1 | ? | -36 | -1
CN1CCN(CCC(=O)N/N=C/c2ccccn2)CC1 | -0.3% | 5 | -0.1 | -6 | -3 | -2 | -4% | -3 | -2
Cc1n[nH]c(=O)nc1NC(C)c1ccccc1 (stereo not drawn) | 0.2% | 0 | 0.2 | -7 | -2 | -24 | -7% | -9 | 2
CCOC(=O)c1c(NC(=O)CC2Nc3cc(C)c(C)cc3NC2=O)sc(C)c1C (stereo not drawn) | 12% | 0 | 2.0 | -1 | 17 | 11 | 7% | -5 | 2
COc1ccc(CCN2C(=O)CC(N3CCN(C/C=C/c4ccccc4)CC3)C2=O)cc1OC (stereo not drawn) | -0.6% | 5 | -0.1 | -5 | -5 | -23 | -6% | -12 | 3
COc1ccc(CC(=O)Nc2cc(=O)n(C)c(=O)n2C)cc1OC | 10% | 1 | -0.2 | -10 | 0 | 18 | -4% | 9 | 16
Cc1cc(CNC(=O)Cc2ccc(F)cc2)c2ccccc2n1 | 6.1% | 1 | -1.8 | -6 | 1 | -3 | -2% | 11 | -4
CCOc1cc2[nH]c(=S)n(Cc3ccc(C(=O)NCCOC)cc3)c(=O)c2cc1OCC | ? | 0 | -0.2 | 1 | -3 | 2 | -22% | -17 | 11
Cc1ccc(S(=O)(=O)N2CCN(C)CC2)cc1 | 0.2% | 2 | 0.7 | 0 | 3 | 1 | -10% | -2 | 34*
CCCc1cc(Nc2c(C)n(C)n(-c3ccccc3)c2=O)n2c(nc3ccccc32)c1C#N | 10% | -2 | -1.7 | 3 | 11 | 2 | -4% | -2 | -4
CCOC(=O)N1CCN(C(=O)COc2ccc3c(c2)C(=O)CC2(CCN(C(C)=O)CC2)O3)CC1 | 0.5% | 4 | 0.1 | -2 | -2 | 0 | 183%[activator] | -8 | -3
COC(=O)c1ccc(Oc2nc(Nc3ccccc3)nc(N(C)C)n2)cc1 | -0.3% | 2 | -0.7 | -4 | 4 | -21 | -11% | -21 | -2
CC1CCCN(C(=O)CCNS(=O)(=O)c2ccc3c(c2)c(=O)n(C)c(=O)n3C)C1 (stereo not drawn) | 11% | 3 | 0.1 | -3 | 10 | -7 | 2% | 21 | 7
Cc1c(Cc2ccccc2)c(=O)oc2c(C)c(OC(C)C(=O)NCC3CCC(C(=O)O)CC3)ccc12 (stereo not drawn) | 1.2% | 1 | -0.1 | -6 | 9 | -20 | -5% | . | -3
Cc1cc(N2CCC(C)CC2)nc(-c2ccccc2O)n1 | -0.3% | 3 | -1.3 | 3 | 4 | 4 | -7% | -23 | -4
Cc1nc(C(=O)NCc2ccccc2)sc1C1(C)CC(c2ccccc2)=NO1 (stereo not drawn) | 0.7% | 39* | 2.0 | -8 | -1 | 30 | -24% | . | -6
N#CC[n+]1cc(-c2ccc(Cl)cc2)n2c1CCC2 | 0.1% | 1 | 0.5 | 2 | 11 | -7 | -11% | -4 | -4
Cc1nnc(SCC(=O)N2c3ccccc3C(C)(c3ccc(Cl)cc3)CC2(C)C)s1 (stereo not drawn) | 4.1% | 2 | -0.2 | 3 | 4 | 9 | 3% | -8 | 4
COc1cc(C(=S)N2CCCC2)cc(OC)c1O | -1.3% | 0 | 0.8 | 9 | -4 | -3 | 1% | -9 | 2
CC(=O)Cc1nsc(NC(=O)c2csc3c2CCCC3)n1 | 2.2% | 3 | -0.1 | -4 | 0 | 18 | 7% | -15 | 4
Cc1ccccc1NC(=O)C1CCCN(C(=O)Nc2ccc(F)cc2)C1 (stereo not drawn) | -2.4% | 0 | 0.0 | -10 | -7 | 12 | -5% | -3 | 4
Cc1ccc2c(c1)c1c(c(=O)n(-c3ccccc3)c(=O)n1Cc1ccccc1C)n2C | -0.2% | 1 | 0.1 | 0 | -1 | -3 | 6% | . | 3
CCN1C(=O)/C(=C2\SC(=S)N(CC3CCCO3)C2=O)c2ccccc21 (stereo not drawn) | 2.5% | 0 | 0.3 | -1 | 1 | -12 | -11% | . | 3

Complete entries from above:
Entry for Cc1n[nH]c(=O)nc1NC(C)c1ccccc1 (stereo not drawn) = RXFP1 agonist: 0.2%; D1 ag: 0; TRHR ag: 0.2; D1 potentiator: -7; D2 PAM: -2; D1 antag: -24; Apoferritin bind: -7%; RXFP1 antag: -9; TRHR PAM: 2
Entry for O=C(CSc1ccccn1)Nc1ccc(NC(=O)CSc2ccccn2)cc1 = RXFP1 agonist: 3.0%; D1 ag: 0; TRHR ag: -1.0; D1 potentiator: 1; D2 PAM: 0; D1 antag: -14; Apoferritin bind: -7%; RXFP1 antag: 2; TRHR PAM: -1

Further compounds.
molecule | RXFP1 agonist | D1 ag | TRHR ag | D1 potentiator | D2 PAM | D1 antag | Apoferritin bind | RXFP1 antag | TRHR PAM
COc1cccc(NC(=O)c2sc3nc(C)c(C(=O)Nc4ccc(C)cc4C)c(-c4ccco4)c3c2N)c1 | 2.9% | 36* | 7.6 | -1 | . | -11 | 92%[activator] | -7 | 4
O=C(CN1C(=O)COc2ccccc21)NCCN1CCOCC1 | 0.6% | 0 | 0.7 | -9 | 3 | -18 | -7% | -1 | -3
Cc1ccc(CONC(=O)c2ccccc2)cc1 | -0.2% | 0 | 0.1 | -5 | 7 | -2 | -2% | -14 | -1
COc1cc(CCC(=O)N2CCN(c3ccccc3Cl)CC2)cc(OC)c1OC | -0.2% | 2 | -0.2 | -9 | 2 | -35* | -8% | 18 | -3
CC(C)(C)n1nc(-c2ccc(Cl)cc2)c2c(N)ncnc21 | -5.8% | 1 | -0.2 | -2 | 0 | -11 | -4%&-13%&-5% | 9 | 2
O=C(N/N=C/c1ccccn1)c1cccs1 | -0.3% | 3 | 0.1 | -1 | 5 | 3 | -17% | -5 | 5
CC(=O)OCC1(C)CN(c2ccccc2)NC1=O (stereo not drawn) | 0.2% | 7 | -1.0 | -2 | 0 | 0 | 1% | 17 | -3
CCCCC(=O)Nc1ccc(NC(=S)NC(=O)c2ccco2)cc1OC | -2.0% | 0 | -0.2 | -4 | 6 | -16 | -7% | -40 | 0
COc1ccc(CCNC(=O)CCNS(=O)(=O)c2ccc3c(c2)CCN3C(C)=O)cc1OC | 3.3% | 2 | 0.2 | -3 | 1 | 5 | 3% | 12 | -1
O=c1c2ccccc2c2ccccc2c(=O)n1Cc1cccnc1 | -0.3% | 0 | 0.5 | -7 | -1 | -22 | 5% | 0 | 2
O=C(CN1C(=O)c2ccccc2S1(=O)=O)Nc1ccon1 | 0.2% | -1 | -0.2 | 9 | 10 | 6 | . | -3 | 11
O=C(NC(c1ccccc1)c1ccccc1)c1ccc(S(=O)(=O)C(F)F)cc1 | 2.6% | 1 | 0.1 | -1 | 7 | 9 | -16% | -12 | 2
Cc1cccc(C)c1NC(=O)Nc1ccccc1-n1ccnc1 | -0.4% | 0 | 1.7 | -2 | -8 | -2 | 2% | -1 | -2
CCOC(=O)CN1C(=O)C(O)(CC(=O)c2cccc(OC)c2)c2ccccc21 (stereo not drawn) | 1.4% | 5 | 0.1 | -1 | -4 | -6 | ? | 0 | -3
O=C(O)c1ccccc1-c1ccccc1C(=O)Nc1cccc(O)c1 | -0.1% | -1 | 0.2 | -1 | -1 | 9 | -2% | 9 | 4

The list is partial; the hit share may differ from the screen's.
